# DYRK1A inh – Dyrk1A (rat) kinase inhibition; Q63470; ADP-Glo luminescence, NFATc1 peptide; inhibition, % at 12.5 µM; 310,000 compounds, 0.43% hits; AID 504441; in the data active = inhibition above about 50%;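 also: plate controls were vehicle with enzyme for no effect and no enzyme for full effect; many of its hits are not listed in these tables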
# HSF1 inhib – HSF1 inhibition; activity change, negative = inhibition, % at 7.5 µM (by protocol); 300,000 compounds, 0.77% hits; NIH3T3-HGL HSE-luciferase, MG132-induced, luminescence 8 h; hits give low values; AID 2098;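 active = more than half of replicate wells show activity change below -50%, luminescence cut by over half; inconclusive = some wells, but at most half, below -50%; inactive = no replicate well below -50%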;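 also: luciferase reports HSF-1 transcriptional activity via heat shock element; 0% = median of DMSO wells and -100% = zero luminescence signal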
# HSF1 activator – increases HSF-1 driven luciferase reporter signal; NIH3T3-HGL HSF-1 luciferase reporter, MG132, 8 h; 100% = twice DMSO control signal; activation, % at 9 µM; 300,000 compounds, 1.7% hits;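 active = mean replicate activation of at least 50% with a set share of replicates each reaching 50%; inconclusive = only one of those two conditions met; inactive = mean below 50% and too few replicates reaching it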;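 also: 0% = median of the neutral control wells and 100% = twice that signal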
# HSP90 inh – blocks HSP90-mediated luciferase refolding in reticulocyte lysate; Rabbit reticulocyte lysate, luciferase refolding luminescence, 3 h; inhibition, % at 5.6 µM; 290,000 compounds, 0.91% hits; AID 1789;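 active = inhibition above the screen-wide mean plus 3 SD, computed separately per campaign, cut at about 16% in these data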;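 also: 0% = DMSO wells and 100% = 60 µM geldanamycin wells; inhibitors lower the luminescence because luciferase stays unfolded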
# aSyn UTR inh – MLPCN primary screen, SNCA 5' untranslated region; 300,000 compounds, 0.82% hits; alpha-synuclein 5'UTR reporter, inhibitor activity; inhibition, % (tested at 7.5 µM); AID 1813; in the data active = inhibition above about 60%; inconclusive = no clear call, values can overlap the other calls;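 also: H4 neuroglioblastoma cells stably carrying SNCA 5'UTR luciferase fusion; 0% = DMSO wells and 100% = positive control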
# Platelet DG rel – platelet dense granule release activity | human platelet-rich plasma, SFLLRN dense granule ATP release, luminescence | inhibition, %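 (compounds screened at 7.5 µM in platelet-rich plasma)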 | 300,000 compounds, 0.22% hits;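 active = mean replicate score, as percent of positive control, at or above 50; inconclusive = mean below 50 but at least one replicate at or above 50; inactive = mean and every replicate below 50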
# KLF5 inhibitor – inhibitors of KLF5 expression. 290,000 compounds, 0.23% hits. DLD-1 KLF5 promoter-luciferase reporter, luminescence. inhibition, % at 5 µM. AID 1700;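 active = inhibition above a per-plate limit of that plate's mean compound inhibition plus 3 SD, cut at about 60% in these data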;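 also: 0% = DMSO wells and 100% = LY294002 at 200 µM; higher means less KLF5 promoter-driven luciferase light; inactives centre near -14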
# IEC-6 cytotox – IEC-6 cytotoxicity, counter-screen for KLF5 inhibitors; luminescence viability; inhibition, % at 5 µM; AID 1825; 290,000 compounds, 0.78% hits; in the data active = inhibition above about 22%;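 also: 0% = plate median of test compound wells and 100% = cytotoxic reference compound wells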
# GSK3beta inhib – human GSK3beta kinase inhibition; activity score (negative = inhibition), % at 10 µM; 300,000 compounds, 0.038% hits; GST-GSK3beta kinase, ADP-Glo luminescence, 60 min; hits give low values; P49841;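 active = more than half of replicate wells score below -50%, meaning over 50% inhibition versus plate controls; inconclusive = some replicates but at most half score below -50%; inactive = no replicate scores below -50%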;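 also: 0% = median DMSO wells and -100% = median GW8510 positive control wells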
# Target sequence (P49841 whole entry, looked up): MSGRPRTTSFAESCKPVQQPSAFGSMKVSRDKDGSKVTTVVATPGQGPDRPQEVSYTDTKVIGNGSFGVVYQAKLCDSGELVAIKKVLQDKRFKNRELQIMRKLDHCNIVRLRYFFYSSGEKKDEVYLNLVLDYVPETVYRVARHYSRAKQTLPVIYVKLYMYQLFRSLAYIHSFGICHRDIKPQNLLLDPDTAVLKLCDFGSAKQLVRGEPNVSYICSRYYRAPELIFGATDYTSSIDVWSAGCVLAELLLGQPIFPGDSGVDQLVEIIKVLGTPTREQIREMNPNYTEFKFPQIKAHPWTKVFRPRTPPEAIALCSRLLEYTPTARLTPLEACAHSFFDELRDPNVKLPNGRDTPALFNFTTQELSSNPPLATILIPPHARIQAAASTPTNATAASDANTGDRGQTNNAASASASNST
#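 Test system: GST-tagged human GSK3beta kinase, cell-free; evaluation: activity score scaled between in-plate DMSO and GW8510 controls; measured by: ADP-Glo luminescence; incubation: 60 min reaction, RT; benchmarks: DMSO and 20 µM GW8510; reagent: peptide substrate plus 25 µM ATP (final); medium: Tris/MgCl2 kinase buffer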
# GSK3A inh – human GSK-3 alpha kinase inhibition; P49840; ADP-Glo luminescence, 60 min; inhibition, % at 10 µM; 320,000 compounds, 0.1% hits;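 in the data active = inhibition above about 50%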;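 also: GST-tagged GSK-3 alpha with peptide substrate and 25 µM ATP; 0% = DMSO neutral wells and 100% = GW8510 positive control wells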
# Target sequence (P49840 whole entry, looked up): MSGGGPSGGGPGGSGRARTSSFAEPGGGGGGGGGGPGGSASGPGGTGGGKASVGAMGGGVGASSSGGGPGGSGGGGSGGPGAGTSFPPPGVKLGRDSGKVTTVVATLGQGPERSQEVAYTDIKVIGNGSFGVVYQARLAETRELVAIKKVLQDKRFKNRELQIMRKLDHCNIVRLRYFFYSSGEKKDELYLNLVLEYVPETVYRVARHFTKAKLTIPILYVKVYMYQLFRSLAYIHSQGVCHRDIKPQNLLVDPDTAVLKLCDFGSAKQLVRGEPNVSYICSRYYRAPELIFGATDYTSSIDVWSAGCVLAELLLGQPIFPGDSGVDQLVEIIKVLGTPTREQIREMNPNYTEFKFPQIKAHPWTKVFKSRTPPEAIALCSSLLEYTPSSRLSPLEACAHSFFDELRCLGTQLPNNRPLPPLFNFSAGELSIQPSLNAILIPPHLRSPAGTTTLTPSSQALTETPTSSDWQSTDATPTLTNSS
# Starred values were filed as active, the others as inactive; ? = inconclusive; nt = no result given.
# The opening four records (preview)
SMILES,DYRK1A inh,HSF1 inhib,HSF1 activator,HSP90 inh,aSyn UTR inh,Platelet DG rel,KLF5 inhibitor,IEC-6 cytotox,GSK3beta inhib,GSK3A inh
O=C(/C=C/c1ccccc1)N/C(=C/c1ccccc1)C(=O)Nc1cccc(C(=O)O)c1,-2,nt,nt,-3,6,-10,-12,0,5,-5
CCCSc1nc(C)cc(C)c1S(=O)(=O)c1ccccc1C,-14,3,-6,-1,36,-2,-34,1,2,2
Cc1cc(NC(=O)C2C3C=CC(C3)C2C(=O)O)no1 (stereo not drawn),3,5,9,6,-6,-10,-34,3,3,0
O=C(CN1C(=O)C2C3C=CC(C3)C2C1=O)NCC1COc2ccccc2O1 (stereo not drawn),29,3,-10,4,13,-6,10,-1,2,1

# This part in full, from the first entry:
SMILES,DYRK1A inh,HSF1 inhib,HSF1 activator,HSP90 inh,aSyn UTR inh,Platelet DG rel,KLF5 inhibitor,IEC-6 cytotox,GSK3beta inhib,GSK3A inh
O=C(/C=C/c1ccccc1)N/C(=C/c1ccccc1)C(=O)Nc1cccc(C(=O)O)c1,-2,nt,nt,-3,6,-10,-12,0,5,-5
CCCSc1nc(C)cc(C)c1S(=O)(=O)c1ccccc1C,-14,3,-6,-1,36,-2,-34,1,2,2
Cc1cc(NC(=O)C2C3C=CC(C3)C2C(=O)O)no1 (stereo not drawn),3,5,9,6,-6,-10,-34,3,3,0
O=C(CN1C(=O)C2C3C=CC(C3)C2C1=O)NCC1COc2ccccc2O1 (stereo not drawn),29,3,-10,4,13,-6,10,-1,2,1
COc1ccc2cc(C(=O)CS(=O)(=O)c3ccccc3)c(=O)oc2c1,-3,25,40,7,-23,-3,-4,9,0,0
CCOc1ccc(NC(=O)CCCn2c(=S)[nH]c3ccsc3c2=O)cc1,-3,-8,-6,1,-20,12,11,1,0,2
O=C(O)c1c(-n2cccc2)sc2c1CCCC2,4,-4,2,-1,-5,2,6,1,2,-5
CC1S/C(=N/N=C2CCC(C(C)(C)C)CC2)NC1=O (stereo not drawn),-6,-4,-16,0,-16,16,-41,5,0,0
O=c1cc(-c2ccccc2Cl)oc2c(NS(=O)(=O)c3cccc4nsnc34)ccc(O)c12,10,-1,-15,nt,-6,0,nt,nt,0,-3
Cc1ccc(C(=O)Nc2ccccc2C(=O)NCc2cccnc2)cc1,5,3,18,3,2,-10,-22,-4,-1,9
CC(=O)Nc1ccc(OCCOc2ccc(/C=C3\C(=N)N4N=C(C(C)C)SC4=NC3=O)cc2)cc1,-4,-4,-16,3,14,0,-7,1,1,-2
O=C(CN1CCC(NC(=O)C2CC2)CC1)Nc1cccc(F)c1,-1,5,-4,-1,7,10,-4,3,-2,0
CC12CC(NC(=O)N1c1cccc(C(=O)N3CCN(c4ccccn4)CC3)c1)c1ccccc1O2 (stereo not drawn),-3,-5,5,6,18,nt,14,4,-1,-5
Cc1[nH]c2ccccc2c1C(=O)/C=C\c1ccccc1Cl,-2,43,46,1,-314,8,-13,-2,1,1
O=C(OCC(=O)c1ccc[nH]1)c1ccc(Cl)nc1,-1,-1,2,nt,6,11,nt,nt,1,0
CC(C)(C)Cn1c(=O)[nH]c(=O)c2cc([N+](=O)[O-])cnc21,8,-9,-20,4,-1,3,-36,-4,1,-2
N#Cc1ccccc1Cn1cc(C#N)c2ccccc21,47,10,3,1,0,-5,-35,5,-4,1
COc1ccc(OCC(=O)Nc2c3c(nn2C(C)(C)C)CS(=O)(=O)C3)cc1,1,0,7,-2,3,-2,-24,-6,3,-1
CC(=O)NC(Cc1ccc(F)cc1)C(=O)O (stereo not drawn),-6,1,8,3,16,0,-20,-2,0,-2
O=C(O)C(=O)/C(=C\c1ccsc1)c1ccc2ccccc2n1,-5,14,35,6,-36,-5,-27,2,1,-3
CCCc1nc2sc(C(=O)OCC)c(N)c2c2c1COC(C)(C)C2,-2,3,17,0,2,-2,-4,-1,0,-3
S=C1NCN(Cc2ccccc2)CN1,-9,nt,nt,-1,nt,nt,-7,-2,-1,-3
CC(C)N1CCc2c(sc(NC(=O)CCc3ccccc3)c2C(N)=O)C1,10,-10,-3,1,-44,11,-41,3,0,-3
Fc1ccc(C2=Nn3c(Cc4ccccc4)nnc3SC2)cc1,-3,-2,-5,0,26,11,-2,2,-3,-1
CCOc1ccc(NC(=O)COC(=O)C2C3CC4OC(=O)C2C4C3)cc1 (stereo not drawn),-5,2,-3,-2,-2,-2,17,-3,1,1

# Additional entries.
SMILES,DYRK1A inh,HSF1 inhib,HSF1 activator,HSP90 inh,aSyn UTR inh,Platelet DG rel,KLF5 inhibitor,IEC-6 cytotox,GSK3beta inhib,GSK3A inh
Cc1ccc(NC(=O)c2cc(NC(=O)c3ccco3)ccc2N2CCOCC2)cc1Cl,-3,13,45,1,-6,-1,-20,-1,2,-5
COc1ccc(S(=O)(=O)N2CCN(CC(=O)NC3CCCC3)CC2)cc1,-3,-1,5,6,1,-3,-25,0,0,-3
Cc1cc(C)cc(N(CC(=O)NCCSCc2ccco2)S(C)(=O)=O)c1,1,7,9,0,2,-1,-9,2,1,2
O=C(CN1CCN(C(=O)c2ccco2)CC1)Nc1ccc(Cl)c(C(F)(F)F)c1,1,nt,nt,-1,nt,nt,-48,-7,nt,-3
O=C(O)c1cc([N+](=O)[O-])c(Nc2cccc3ccccc23)c([N+](=O)[O-])c1,nt,-7,-6,0,7,3,-41,5,1,-2
Cc1c(C)c2c(OCC(=O)N[C@@H](Cc3ccccc3)C(=O)O)cc3c(c2oc1=O)CCC(C)(C)O3,13,-5,1,-3,10,0,-12,-8,1,-8
Cc1cc(C)n(Cc2cccc(F)c2)c(=O)c1C#N,-7,3,21,2,24,?,-11,-4,0,2
O=C(CSc1nnc(-c2ccco2)n1Cc1ccccc1)NC(=O)NCc1ccco1,-3,0,-5,-1,17,-7,-7,-2,1,-4
O=C(O)c1cc(N/N=C/c2ccc(N3CCOCC3)cc2)ccc1Cl,6,2,-2,39*,19,-2,-52,6,0,-2
CN1CCN(C(=O)/C(=C/c2cn(S(=O)(=O)N(C)C)c3ccccc23)NC(=O)c2ccccc2F)CC1,-2,-3,-3,0,14,-2,-43,3,nt,1
O=C(CC1S/C(=N/N=C/c2c[nH]c3ccc(OCc4ccccc4)cc23)NC1=O)Nc1ccccc1 (stereo not drawn),10,-10,-16,2,-7,0,16,-3,0,-1
C/C(=N/NC(=O)C(C)n1nc(C)c([N+](=O)[O-])c1C)c1ccc(OCC(N)=O)cc1 (stereo not drawn),-4,-5,-7,-1,22,4,-36,-7,-1,-1
Nc1ncnc2c1ncn2C1OC(CO)C(O)C1O (stereo not drawn),41,-9,-24,0,3,96*,-20,-5,0,5
Cc1nc(S(=O)(=O)Nc2ccccc2C(=O)NCC2CC2)cn1C,-6,-4,2,0,6,6,-11,-3,4,1
CC(C)(CNC(=O)c1cc(=O)[nH]c2ccccc12)N1CCOCC1,0,-4,2,1,0,2,-2,0,5,-6
CC(=O)c1cccc(N(CC(=O)NC2CCCCC2)C(=O)CCC(=O)Nc2nc(C)cs2)c1,0,-2,16,-3,-1,2,-21,1,-1,-2
CCOC(=O)c1c(NC(=O)CSc2nc3cc(Cl)ccc3c(=O)n2Cc2ccco2)sc(C(=O)N(C)C)c1C,-2,117,146*,1,24,-1,-21,-2,-2,-2
CC1(C)CC(=O)C(C=NCCN2CCN(C(=S)Nc3cccc(Cl)c3)CC2)=C(O)C1,1,-3,-5,1,-1,-4,-17,-3,1,-1
CCOc1ccc2ccccc2c1/C=N/NC(=O)c1ccncc1,nt,-2,4,-3,9,2,-17,-1,0,-3
CCCOC(=O)c1ccc(NS(=O)(=O)c2cccs2)cc1,-2,1,-8,2,3,-4,-31,-4,4,-2
CC(C)N(CC(N)=O)c1ncnc2sc(-c3ccccc3)cc12,20,8,5,4,2,-3,-21,6,1,4
COc1cccc(OC)c1C(=O)NC(=O)Nc1c(C)cccc1C,-3,0,12,5,-3,0,-13,-4,1,5
Cc1cc(C)c2c3c(sc2n1)C(=O)N(C)CC(=O)N3,-3,-9,1,-1,-15,2,-24,-2,1,0
COc1ccc(-c2noc(N3CCC(C(=O)Nc4ccc(OC)c(OC)c4)CC3)n2)cc1,11,-10,-16,-2,27,1,-41,3,0,-2
Cc1ccc(N(C)S(=O)(=O)c2ccc(-c3cc(C)no3)s2)cc1,6,2,10,-1,-38,3,35,41*,5,0

# Taken from above:
# CC(=O)Nc1ccc(OCCOc2ccc(/C=C3\C(=N)N4N=C(C(C)C)SC4=NC3=O)cc2)cc1 @ IEC-6 cytotox: 1
# Cc1c(C)c2c(OCC(=O)N[C@@H](Cc3ccccc3)C(=O)O)cc3c(c2oc1=O)CCC(C)(C)O3 @ HSF1 activator: 1

# Remaining list, next part:
SMILES,DYRK1A inh,HSF1 inhib,HSF1 activator,HSP90 inh,aSyn UTR inh,Platelet DG rel,KLF5 inhibitor,IEC-6 cytotox,GSK3beta inhib,GSK3A inh
O=[N+]([O-])c1ccc(Cl)c2c1C1C=CCC1C(c1ccccn1)N2 (stereo not drawn),5,11,29,-2,-4,8,18,-2,3,nt
CN1CCc2nc3sc(C(=O)C45CC6CC(CC(C6)C4)C5)c(N)c3cc2C1,1,nt,nt,1,nt,nt,-10,-4,nt,4
COc1ccccc1NC(=O)N1CCC(c2nnc(SCC(N)=O)n2C)CC1,3,-10,6,2,-2,3,-8,-3,-3,nt
Cc1cccc(N(CC(=O)N2CCCC2)S(=O)(=O)c2ccccc2)c1,-5,3,4,-3,-17,-1,-5,-4,3,1
Cc1ccc2c(c1)C1(SCCS1)C(=O)N2,17,-8,11,-2,0,2,1,0,1,-4
CC(C)(CC(=O)O)CC(=O)N1CCN(c2nc3ccc(Cl)cc3s2)CC1,22,-1,12,-3,-26,-6,-26,-5,6,6
Cc1cc(C)cc(OCCNC(=O)C2CCN(S(=O)(=O)c3ccccc3)CC2)c1,-1,13,9,1,-7,9,-18,-2,3,0
O=C(Nc1ccnn1C1CCN(Cc2ccccc2OCCO)CC1)c1cccc(F)c1,0,-5,-21,1,-1,-6,-3,0,-3,-1
COc1ccc(CNC(=O)C2COc3ccccc3O2)c(OC)c1 (stereo not drawn),10,6,26,3,-76,-5,-39,-9,-4,nt
CSc1nc2ccc(NS(=O)(=O)c3ccc(Br)s3)cc2s1,-2,-8,-7,1,-28,-4,-20,-2,-4,-3
CC(=O)c1ccc(NC(=O)CSc2nccn2C)cc1,-3,-4,6,-1,-34,-6,-59,3,1,1
Cc1ncc([N+](=O)[O-])n1Cc1ccc(Cl)cc1,-1,-4,1,-3,-3,-6,0,1,8,-2
CC(=O)Nc1ccc(S(=O)(=O)Nc2nc3ccccc3nc2Nc2cccc(O)c2)cc1,-3,-2,8,0,27,3,7,4,4,2
Cc1ccc(C)c(NC(=O)CN(C)C(=O)COc2cccc3c2OC(C)(C)C3)c1,4,1,-9,nt,3,3,nt,nt,5,1
O=C(COc1ccccc1[N+](=O)[O-])N1CCCc2ccccc21,-3,11,16,1,10,-3,-16,0,2,0
COc1ccc(NC(=O)N2CCCC(C(=O)NCCc3ccccc3)C2)cc1 (stereo not drawn),1,9,25,2,-35,-5,-55,-2,-1,-2

# A portion of the library; rates above refer to the full screens.
